Source: PubChem
phage Ecoli inh – E. coli growth loss with phage present; growth absorbance; 360,000 compounds, 0.26% hits; AID 651602; inhibition, % at 11.9 µM; in the data active = inhibition above about 11%
PvdQ acylase – P. aeruginosa PvdQ acylase inhibition; purified PvdQ acylase, fluorescence plate reader; inhibition, % at 10 µM; 340,000 compounds, 0.063% hits; AID 488965; in the data active = inhibition above about 30%, passing the limit was not always enough; inconclusive = no clear call, values can overlap the other calls;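 also: 0% = vehicle neutral wells and 100% = reference inhibitor wells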
Tat transport – inhibitors of E. coli Tat protein transport | inhibition, % at 10 µM | E. coli MC4100 TorA-mCherry Tat export, fluorescence | AID 488895 | 340,000 compounds, 0.036% hits;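 active = mean replicate inhibition at least 50% and at least half of replicates individually reaching 50%; inconclusive = only one of the two criteria met; inactive = neither criterion met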;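 also: exported cargo escapes ClpAP degradation while cytoplasmic cargo is degraded and loses fluorescence; 0% = median of neutral control wells and 100% = median of NaSCN control wells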
AddAB inh – less growth of phage-infected E. coli with AddAB. inhibition, % at 11.9 µM. E. coli expressing H. pylori AddAB, absorbance growth. 330,000 compounds, 0.29% hits; in the data active = inhibition above about 12%;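 also: 0% = vehicle wells of infected cells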
CAL PDZ FP – blocks peptide binding to human CAL PDZ domain; purified CAL PDZ, TMR-peptide fluorescence polarization, 1 h; inhibition, % at 20 µM; 330,000 compounds, 0.02% hits;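 active = highest replicate inhibition of at least 40%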;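 also: plate controls were DMSO neutral control wells for no effect and unlabeled competitor peptide control wells for full effect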
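Material: tagged CAL PDZ protein CerCALP, purified; buffer or medium: sodium phosphate/NaCl buffer pH 7.4 with TCEP, IgG, Thesit; also added: fluorescent TMR peptide probe; schedule: 1 h incubation at room temperature before polarization reading; technique: fluorescence polarization from S- and P-plane intensities, G-factor corrected; control set: unlabelled peptide and DMSO controls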
E coli growth – counter-screen for AddAB inhibitors: E. coli growth inhibition; E. coli V3065 growth, OD600 absorbance, 18 h; inhibition, % at 11.9 µM; 330,000 compounds, 0.27% hits; AID 449728;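 active = inhibition above the campaign's mean inhibition across all tested compounds plus 3 SD, cut at about 9.9% in these data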;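 also: uninfected addAB+ strain grown without phage in ampicillin broth; 0% = DMSO wells and 100% = ciprofloxacin 0.95 µg/ml wells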
DAGLB inh – diacylglycerol lipase beta (human) inhibition. 340,000 compounds, 0.059% hits. HEK293T DAGLB membrane lysate, EnzChek fluorogenic substrate. inhibition, % at 5.17 µM. Q8NCG7. AID 504411; in the data active = inhibition above about 34%;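 also: 0% = enzyme with vehicle and 100% = wells lacking enzyme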
Target sequence (Q8NCG7 whole entry, looked up): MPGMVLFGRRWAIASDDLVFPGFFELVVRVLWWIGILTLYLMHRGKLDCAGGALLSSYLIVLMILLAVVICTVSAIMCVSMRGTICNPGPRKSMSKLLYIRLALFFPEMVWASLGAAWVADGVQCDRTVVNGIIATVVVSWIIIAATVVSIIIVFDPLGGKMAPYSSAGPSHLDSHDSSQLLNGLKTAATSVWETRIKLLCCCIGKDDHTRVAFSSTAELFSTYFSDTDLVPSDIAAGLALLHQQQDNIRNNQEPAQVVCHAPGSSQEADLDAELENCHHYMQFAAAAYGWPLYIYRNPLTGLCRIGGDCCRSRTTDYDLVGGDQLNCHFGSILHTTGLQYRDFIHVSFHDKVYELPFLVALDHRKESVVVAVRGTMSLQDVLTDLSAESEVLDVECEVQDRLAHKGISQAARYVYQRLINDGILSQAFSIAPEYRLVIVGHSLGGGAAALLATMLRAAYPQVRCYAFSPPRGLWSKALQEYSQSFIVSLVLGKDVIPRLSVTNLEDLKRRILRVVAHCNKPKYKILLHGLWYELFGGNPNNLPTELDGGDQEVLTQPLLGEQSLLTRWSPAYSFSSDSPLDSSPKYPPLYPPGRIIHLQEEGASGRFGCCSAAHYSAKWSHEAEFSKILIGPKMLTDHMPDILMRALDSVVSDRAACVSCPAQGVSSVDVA
Rtt109 Vps75 – inhibitors of Candida albicans Rtt109/Vps75 histone acetyltransferase; 330,000 compounds, 0.16% hits; purified Rtt109/Vps75, ThioGlo CoA-SH fluorescence, 4 h; inhibition, % at 34.9 µM;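 active = inhibition of at least 50% in every replicate; inconclusive = best replicate reaches 50% inhibition but some replicates fall short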
Target sequence (Q5AAJ8 whole entry, looked up): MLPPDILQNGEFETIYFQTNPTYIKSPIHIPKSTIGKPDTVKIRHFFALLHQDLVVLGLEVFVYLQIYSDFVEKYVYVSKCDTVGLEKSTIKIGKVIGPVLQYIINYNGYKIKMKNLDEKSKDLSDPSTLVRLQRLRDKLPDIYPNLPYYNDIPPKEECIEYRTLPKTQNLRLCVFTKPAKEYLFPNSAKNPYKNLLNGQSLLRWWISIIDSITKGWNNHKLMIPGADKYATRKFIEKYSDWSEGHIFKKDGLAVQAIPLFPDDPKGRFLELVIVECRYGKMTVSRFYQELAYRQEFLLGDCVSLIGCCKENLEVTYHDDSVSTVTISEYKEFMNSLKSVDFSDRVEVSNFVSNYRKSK
PfHsp90 set2 – growth inhibition of yeast expressing Plasmodium Hsp90 | 310,000 compounds, 0.32% hits | inhibition, % at 9.4 µM | S. cerevisiae expressing PfHsp90, BacTiter-Glo ATP, 48 h; yeast lacking PDR1 and PDR3 efflux regulators | AID 504621;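 active = every replicate shows inhibition above about 80%, whatever the replicate mean, limit read from the data; inconclusive = mean inhibition reaches the set limit but some replicate falls short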;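 also: 0% = DMSO neutral controls and 100% = 20 µM radicicol positive controls; yeast relying on Plasmodium falciparum Hsp90 in place of its own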
Wnt bcat act – Wnt/beta-catenin pathway activation; Wnt/beta-catenin reporter cell assay, activator, plate reader; activation, % at 9.35 µM; 300,000 compounds, 1.2% hits; in the data active = activation above about 30%, passing the limit was not always enough; inconclusive = no clear call, values can overlap the other calls;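 also: 0% = neutral control wells and 100% = positive control wells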
Numbers without * were called inactive; u = inconclusive; x = no result given.

SMILES	phage Ecoli inh	PvdQ acylase	Tat transport	AddAB inh	CAL PDZ FP	E coli growth	DAGLB inh	Rtt109 Vps75	PfHsp90 set2	Wnt bcat act
Cn1c2[n+](c3ccc(Cl)cc3c1=O)Cc1ccccc1-2	1.0	-20	-9	4.0	-0.3	-4.6	0	4	19	1
O=C(CCCOc1ccc(Cl)cc1Cl)N1CCN(c2ccccn2)CC1	4.3	6	8	3.6	-0.9	0.8	-4	9	x	x
O=C1C=CN(Cc2ccccc2)C(c2ccccc2)C1 (configuration not stated)	0.5	19	-10	1.2	1.5	-1.6	0	0	-10	-4
C/C(=N/Oc1nc(C)cc(C)n1)c1ccc(F)cc1	2.1	2	-3	1.5	0.7	1.5	-3	21	22	x
CCn1cc(C(=O)N2CCN(c3ccc(OC)cc3)CC2)c2cc(OC)c(OC)cc2c1=O	3.2	-12	-3	-1.7	-0.5	-1.1	-2	3	2	-4
CS(=O)(=O)N1CCC(c2noc(-c3ccc(C(F)(F)F)cc3)n2)CC1	1.5	-8	6	3.6	-0.6	1.0	0	-8	-29	x
CCOc1ccc2nc(SCC(=O)N(C)C)[nH]c2c1	0.0	-6	-13	2.8	-1.3	-2.4	0	3	x	u
CCc1ccc(OCC(=O)NNC(=O)Cc2ccc(S(=O)(=O)N3CCOCC3)s2)cc1	0.4	-8	4	1.9	-0.9	-2.5	2	-6	-2	1
CCCS(=O)(=O)N1CCC(C(=O)NCCCN2CCCC2=O)CC1	1.6	-8	19	1.8	-0.2	0.9	0	-3	-11	x
O=S(=O)(c1ccc(Oc2ccc(-c3nnco3)cc2)nc1)N1CCC(Cc2ccccc2)CC1	2.8	-8	-6	2.3	x	1.3	1	-6	x	x

One compound at a time (already shown). Order of screens: phage Ecoli inh | PvdQ acylase | Tat transport | AddAB inh | CAL PDZ FP | E coli growth | DAGLB inh | Rtt109 Vps75 | PfHsp90 set2 | Wnt bcat act
CCc1ccc(OCC(=O)NNC(=O)Cc2ccc(S(=O)(=O)N3CCOCC3)s2)cc1 reads 0.4 | -8 | 4 | 1.9 | -0.9 | -2.5 | 2 | -6 | -2 | 1
O=S(=O)(c1ccc(Oc2ccc(-c3nnco3)cc2)nc1)N1CCC(Cc2ccccc2)CC1 reads 2.8 | -8 | -6 | 2.3 | x | 1.3 | 1 | -6 | x | x

The list continues.
SMILES	phage Ecoli inh	PvdQ acylase	Tat transport	AddAB inh	CAL PDZ FP	E coli growth	DAGLB inh	Rtt109 Vps75	PfHsp90 set2	Wnt bcat act
O=C(Nc1ccc(N2CCN(c3ccc(O)cc3)CC2)cc1)Oc1ccccc1	1.2	-7	1	3.2	-2.1	-0.4	4	3	-15	-5
O=C(O)CCC(=O)NNC(=O)c1cccs1	-1.2	-8	-9	2.5	-1.8	1.0	-1	10	x	3
CC1CCCCC12NC(=O)N(CC(=O)Nc1sccc1C(N)=O)C2=O (configuration not stated)	0.0	-10	-3	1.3	-0.1	-0.9	3	-13	14	-1
Cc1nnc(SCC(=O)NCc2ccc(F)cc2)[nH]c1=O	3.4	-13	-7	0.0	-2.3	2.1	0	-5	-26	2
CCOc1ccc(NC(=O)CN(C)c2ccc(S(=O)(=O)N(C(C)C)C(C)C)cn2)cc1OCC	2.7	-1	-2	1.7	-1.1	-0.7	-2	8	3	x
O=C(Nc1ccc([N+](=O)[O-])cc1)N1CCN(C(=O)C2CCCO2)CC1 (configuration not stated)	1.2	-7	0	6.2	-0.2	-0.3	0	-8	-8	1
Oc1ccc(/C=C/c2ccc3cccc(O)c3n2)cc1Br	-1.5	-2	8	-1.9	0.0	3.5	-1	-11	108*	14
O=C(NN1CCOCC1)c1ccc(F)cc1	3.5	-4	-1	-0.8	-3.0	-0.3	-1	-7	0	2
CC(C)(C)C(=O)[C@H]1[C@H](c2ccccc2)[C@@]2(N=C(c3ccccc3)OC2=O)C2c3ccccc3C=NN21 (some centres not stated)	5.4	-10	8	6.9	-0.6	-0.8	-1	-4	-17	12
Cc1cccc2c1OCC/C2=N\NC(=O)COc1ccccc1	3.8	-10	0	1.2	0.0	1.0	-6	11	-2	5
CC(=O)/C(N=Nc1ccc2c(c1)OCO2)=C(\C)O	0.5	-11	-7	1.9	0.4	0.2	-2	4	1	x
CC(C)(C)c1cc(C(=O)N2CCN(c3ncccn3)CC2)ccn1	1.6	5	6	0.2	-0.2	-0.6	-2	14	13	x
COc1ccc(CCn2c(N)c(S(=O)(=O)c3cccs3)c3nc4ccccc4nc32)cc1OC	0.8	3	-4	0.6	-3.2	-1.4	0	43	11	2
O=C1N(CCCCN2C(=O)C3(OCCO3)c3ccccc32)c2ccccc2C12OCCO2	3.5	3	-3	5.5	0.1	1.4	1	7	12	x
COCCCN(C(C)=O)c1nc(-c2ccccc2)cs1	3.3	0	28	2.9	-4.5	2.4	-1	8	x	5
CCN1C(=O)/C(=C2/SC(C)=C(C)N2CC)SC1=S	2.2	2	-1	-0.2	-0.7	-0.1	-1	-3	7	-3
Cc1ccccc1Nc1c(-c2ccccc2)nc2ncccn12	-1.5	6	1	-0.9	-2.6	-1.8	1	x	0	-3
N#CC1=C(N)C2=C(N3CCCCC3)CCCC2C1(C#N)C#N (configuration not stated)	x	-1	16	-1.2	0.1	-2.6	14	20	6	x
CCOc1ncccc1C(=O)NCCCSc1ccccc1	1.5	-7	-1	2.6	-1.7	1.8	-8	-2	-12	0
COc1ccc(Cn2c(-c3ccco3)nc3c(c(=O)c4ccccc4n3C)c2=O)cc1	3.2	-2	3	0.1	-3.3	-1.3	0	-8	3	-1
CN(C)CCSc1nnc2[nH]c3ccccc3c2n1	1.4	9	-8	3.9	-2.0	3.0	0	15	1	1
COCC(=O)Nc1nnc(CCc2ccccc2)s1	3.4	7	8	1.2	-2.8	-0.4	0	9	x	x
O=C(O)c1c2c(nc3ccccc13)/C(=C/c1ccccc1[N+](=O)[O-])CCC2	4.0	9	1	2.3	-2.9	-1.3	1	2	11	1
COc1cc(C2/C(=C(\O)c3ccc4c(c3)OCCO4)C(=O)C(=O)N2Cc2ccco2)cc(OC)c1OC (configuration not stated)	-2.7	-26	-3	x	-1.7	x	-1	6	-19	1
O=C(COc1ccc(Br)cc1F)NC1CCN(Cc2ccccc2)CC1	3.5	-1	-5	3.8	-0.5	1.2	2	32	32	x
CCn1c(SCC(=O)Nc2nnc(C)s2)nnc1C(C)NC(=O)c1ccccc1 (configuration not stated)	2.3	-10	-12	3.3	-2.7	2.6	0	-2	-10	-2
CN(C)S(=O)(=O)Oc1cccc(C(=O)Nc2ccc(Cl)c(Cl)c2)c1	4.2	2	13	1.5	-3.4	2.5	-7	-7	4	x
CCOC(=O)c1ccc(NC(=O)C(=O)NCc2ccc(/C=C(/C#N)C(=O)NCCOC)o2)cc1	-0.5	6	3	1.4	-2.6	-0.7	-4	1	x	-1
O=c1[nH]c2cccnc2n1Cc1ccco1	x	-8	-9	1.1	-1.3	-0.4	1	1	6	1
Cc1ccc(S(=O)(=O)O/N=C2/CCCc3occc32)cc1	0.7	-12	-13	3.3	-0.5	-1.3	-3	-4	-21	x
CCC(C)N(C(=O)COC(=O)c1ccccc1SCC(=O)N1CCCC1)C1CCS(=O)(=O)C1 (configuration not stated)	3.2	8	-3	1.5	-1.3	0.7	2	12	5	0
CCOC(=O)c1ccc(NC(=O)CCc2nc(-c3ccccc3Cl)no2)cc1	-1.1	8	0	2.0	-3.7	0.7	-15	8	-16	x
Cc1ccc(C(=O)N/C(=C\c2ccco2)C(=O)NC2CCS(=O)(=O)C2)cc1 (configuration not stated)	2.6	2	-4	0.0	0.3	-1.0	0	-2	6	5
CC(Sc1n[nH]c(N)n1)C(=O)Nc1ccccc1-c1ccccc1 (configuration not stated)	1.1	-12	-1	0.9	-0.1	-0.2	-1	-1	-53	-1
Cc1ccccc1-c1cc2nc(C)c(Cl)c(=O)n2[nH]1	1.1	-13	7	1.4	0.2	3.2	5	-1	-4	4
Cc1c(N)cccc1Cl	3.4	-1	-4	x	0.6	x	1	-1	x	2
CCC(C)N(C(=O)COC(=O)CN=C1NS(=O)(=O)c2ccccc21)C1CCS(=O)(=O)C1 (configuration not stated)	2.5	9	3	0.3	-0.3	-2.1	-1	6	-1	1
CCCN1c2cccc3cccc(c23)S1(=O)=O	0.5	-12	5	5.5	x	0.3	-3	2	-23	x
COC(=O)CN(c1ccc(F)cc1)S(=O)(=O)c1ccccc1	1.1	2	4	1.3	-0.9	-1.9	-2	-5	-18	-4
CC(=O)c1nn(-c2ccc(C)cc2)cc1C(=O)c1cccc(Br)c1	0.0	-7	3	-0.1	0.6	-1.1	0	-5	2	-3
CC(C)Nc1c(N)c(=O)oc2ccccc12	0.3	-10	5	0.9	-1.5	-2.9	2	1	16	x
CC1(C)CC(=O)N(CC(=O)N2CCN(c3ncccn3)CC2)c2ccccc2S1(=O)=O	-0.8	-2	16	7.5	0.5	-0.9	-1	-5	10	-3
CCOc1ccc(C(=O)NC2CCN(C(=O)N3CCCC3)CC2)cc1	1.7	-7	-3	2.1	-1.8	-0.9	2	4	-3	x
Cc1nnsc1C(=O)Nc1ccc(S(=O)(=O)N2CCC(C)CC2)cc1	-3.2	2	-3	3.0	-0.9	3.9	-1	16	-12	-3
Cc1cc(C)c2c(C)[nH]nc2n1	1.2	x	x	3.1	x	2.5	x	x	x	20
COc1ccc(N2C(=O)CC(NCc3cccc(F)c3)C2=O)cc1 (configuration not stated)	2.8	-8	-7	2.1	-0.4	1.1	-3	-8	12	x
Cc1ccc(NNC(=O)CCc2ccccc2)c(C)c1	1.5	1	2	0.3	0.3	-1.2	-4	3	2	-3
Cc1cccn2c(=O)c(C(=O)NCCCN3CCCCC3C)c(O)nc12 (configuration not stated)	-0.1	-14	0	0.4	-0.4	-1.1	0	-6	7	2
COc1cccc(NC2c3ccccc3C(=O)N2Cc2ccco2)c1 (configuration not stated)	0.5	-11	-2	-1.0	-0.9	-2.3	2	-12	10	-3
CC(C)c1ccc(NC(=O)N(CCc2nc3ccccc3[nH]2)C2CCCC2)cc1	7.2	-6	-4	-2.1	x	-1.2	-10	12	x	7

Next section:
SMILES	phage Ecoli inh	PvdQ acylase	Tat transport	AddAB inh	CAL PDZ FP	E coli growth	DAGLB inh	Rtt109 Vps75	PfHsp90 set2	Wnt bcat act
CCOC(=O)C1=NN(c2ccc(C)cc2)C2(S1)SC(C(C)=O)=C(C)N2c1ccccc1 (configuration not stated)	3.8	5	-6	1.0	x	-0.4	-5	3	x	8
CC1CCN(S(=O)(=O)c2ccc(C(=O)NC3CCS(=O)(=O)C3)cc2)CC1 (configuration not stated)	2.4	-7	3	-0.9	0.0	-0.4	1	1	-13	-1
O=C(O)c1nn(CC(=O)N(C2CCCCC2)C2CCCCC2)c(=O)c2ccccc12	0.6	11	5	5.6	-0.2	3.5	-1	4	1	-2
Fc1ccc(-c2[nH]ncc2CN(CC2CCC2)CC2CCCO2)c(F)c1 (configuration not stated)	3.2	-4	-5	-0.8	-2.6	-0.1	0	3	x	0
Cc1ccc(S(=O)(=O)NC(=O)COc2ccc([N+](=O)[O-])cc2)cc1	-0.2	-2	-7	3.7	-0.6	-0.5	0	3	-6	0
O=C(Nc1cccc(S(=O)(=O)N2CCOCC2)c1)c1cnccn1	4.0	-21	8	2.1	-0.6	1.9	-2	-3	-12	-1
Cn1cc(S(=O)(=O)NC2CCCC2)c(=O)n(C)c1=O	2.9	-9	3	1.4	0.2	-1.9	0	-18	x	0
